Screens: PubChem BioAssay, several laboratories
M. tuberculosis GlmU: inhibition of mycobacterial GlmU enzyme – biochemical, glucosamine-1-phosphate acetyltransferase (AID 1376) | M. tuberculosis GlmU acetyltransferase enzyme assay; higher % means a stronger effect | one-dose inhibition, %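 (tested at 30 µM in the primary screen)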; IC50 in µM for titrated hits | hit rate 0.25% among 220,000; in the data active means inhibition above about 13%;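 further: 0% = complete reaction with vehicle and 100% = reaction without substrate; strong numbers were not always called active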
RmlCD inh 1536: inhibitors of Mycobacterium tuberculosis RmlC and RmlD coupled enzymes; P9WH09+P9WH11; RmlC+RmlD coupled enzyme assay, percent inhibition; primary screen in compound mixtures; inhibition, % at 3.6 µM; hit rate 0.03% among 160,000; AID 1533; in the data active means inhibition mostly above about 34%, no sharp cut-off; further: some results filed as inactive read as strong as hits
Target sequence (P9WH09 whole entry, looked up): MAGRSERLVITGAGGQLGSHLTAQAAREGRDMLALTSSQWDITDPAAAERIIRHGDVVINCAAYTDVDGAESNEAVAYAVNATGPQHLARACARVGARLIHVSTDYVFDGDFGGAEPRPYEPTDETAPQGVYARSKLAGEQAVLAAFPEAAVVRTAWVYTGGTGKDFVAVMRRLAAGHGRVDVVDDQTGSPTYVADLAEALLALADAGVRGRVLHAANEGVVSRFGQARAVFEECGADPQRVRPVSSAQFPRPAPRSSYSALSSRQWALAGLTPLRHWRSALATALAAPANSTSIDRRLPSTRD
Target sequence (P9WH11 whole entry, looked up): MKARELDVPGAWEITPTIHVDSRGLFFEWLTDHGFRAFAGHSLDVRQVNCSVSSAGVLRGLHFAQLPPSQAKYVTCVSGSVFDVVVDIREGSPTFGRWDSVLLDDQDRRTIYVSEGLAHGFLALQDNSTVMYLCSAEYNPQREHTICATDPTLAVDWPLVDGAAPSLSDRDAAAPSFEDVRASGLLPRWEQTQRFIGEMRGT
Starred values were filed as active, the others as inactive.

The opening three entries, to show the layout:
Results for CC1(C)CC(NCc2ccccc2)CCO1 (stereo not drawn) ?
M. tuberculosis GlmU: 1.6%; RmlCD inh 1536: -10

How did CN(C)CCCN(C(=O)c1ccc(S(=O)(=O)N(C)C)cc1)c1nc2ccc(F)cc2s1 do in these assays?
M. tuberculosis GlmU: -0.2%

What do the screens show for `CCn1c(SCC(=O)Nc2nnc(C)s2)nnc1-c1ccco1`?
M. tuberculosis GlmU: 0.4%

Results, previewed entries included:
Results for CC1(C)CC(NCc2ccccc2)CCO1 (stereo not drawn) ?
M. tuberculosis GlmU: 1.6%; RmlCD inh 1536: -10

How did CN(C)CCCN(C(=O)c1ccc(S(=O)(=O)N(C)C)cc1)c1nc2ccc(F)cc2s1 do in these assays?
M. tuberculosis GlmU: -0.2%

What do the screens show for `CCn1c(SCC(=O)Nc2nnc(C)s2)nnc1-c1ccco1`?
M. tuberculosis GlmU: 0.4%

Results for Nc1nc2ccc(Oc3ccccc3)cc2s1 ?
M. tuberculosis GlmU: -5.3%; RmlCD inh 1536: -12

What do the screens show for `CC(=O)NC(C)C(=O)OCC(=O)c1ccc(Cl)s1` (stereo not drawn)?
M. tuberculosis GlmU: -0.4%

What do the screens show for `Cn1c(C(=O)N2CCCc3ccccc32)cc2sccc21`?
M. tuberculosis GlmU: 0.1%; RmlCD inh 1536: 7

How did Cc1ccc(NC(=S)N(CCN(C)C)C(C)c2ccco2)cc1Cl (stereo not drawn) do in these assays?
M. tuberculosis GlmU: 2.9%; RmlCD inh 1536: 0

What do the screens show for `COC(=O)c1ccc(CSc2nnc(-c3ccccc3)n2C)o1`?
M. tuberculosis GlmU: -2.6%; RmlCD inh 1536: -5

Results for CN(c1ccc2nc3ccccc3c(=O)n2n1)C1CCCCC1 ?
M. tuberculosis GlmU: 2.6%; RmlCD inh 1536: -14

Results for CCOC(=O)N1CCC(NS(=O)(=O)c2ccc3c(c2)CCN3C(C)=O)CC1 ?
M. tuberculosis GlmU: -0.7%; RmlCD inh 1536: -6

Results for C=CCc1ccc(OCCOCCOc2ccccc2[N+](=O)[O-])c(OC)c1 ?
M. tuberculosis GlmU: -0.5%

How did CC/C(Cc1ccccc1)=N/NC(=O)CCn1nnc2ccccc21 do in these assays?
M. tuberculosis GlmU: 7.8%; RmlCD inh 1536: 0

Results for O=c1c2cc(N3CCOCC3)ccc2[nH]c(=S)n1CCN1CCCC1 ?
M. tuberculosis GlmU: -0.6%; RmlCD inh 1536: -7

Results for Cc1ccc(Cn2ccc(NC(=O)c3cc(-c4cccs4)on3)n2)cc1 ?
M. tuberculosis GlmU: 0.8%; RmlCD inh 1536: 0

Results for C#CCn1c(=NC(=O)c2cc(Cl)sc2Cl)sc2cc(S(N)(=O)=O)ccc21 ?
M. tuberculosis GlmU: 0.7%; RmlCD inh 1536: 0

What do the screens show for `COc1ccc(-c2nc3ccccc3n2OC(C)C(=O)O)cc1` (stereo not drawn)?
M. tuberculosis GlmU: 1.5%; RmlCD inh 1536: 1

Results for Cc1nnc(NC(=O)CSc2nc3c(c(=O)n2CCc2ccccc2)SC(C)C3)s1 (stereo not drawn) ?
M. tuberculosis GlmU: 0.2%

Results for CCCCN(CC)S(=O)(=O)c1ccccc1 ?
M. tuberculosis GlmU: 3.9%; RmlCD inh 1536: 7

How did CC1CC2(CCCCC2)N2C(=O)C(=O)c3cccc1c32 (stereo not drawn) do in these assays?
M. tuberculosis GlmU: -2.3%; RmlCD inh 1536: 5

Results for N#Cc1c(NCCCO)nc(-c2ccccc2)c2c1CCCC2 ?
M. tuberculosis GlmU: 1.8%; RmlCD inh 1536: -19

Reprinted from the part before: 2 entries; new compounds follow.
How did CC1CC2(CCCCC2)N2C(=O)C(=O)c3cccc1c32 (stereo not drawn) do in these assays?
M. tuberculosis GlmU: -2.3%; RmlCD inh 1536: 5

Results for N#Cc1c(NCCCO)nc(-c2ccccc2)c2c1CCCC2 ?
M. tuberculosis GlmU: 1.8%; RmlCD inh 1536: -19

Results for CCOC(=O)COc1ccc(S(=O)(=O)NCc2ccncc2)cc1 ?
M. tuberculosis GlmU: 0.5%

How did O=C(Cc1csc(N2CCOCC2)n1)N/N=C/c1ccc(F)cc1 do in these assays?
M. tuberculosis GlmU: -1.2%; RmlCD inh 1536: -1

Results for CCCS(=O)(=O)N1CCCC(C(=O)NCCCN2CCN(c3ccc(F)cc3)CC2)C1 (stereo not drawn) ?
M. tuberculosis GlmU: -2.0%; RmlCD inh 1536: -10

What do the screens show for `COc1ccccc1C(=O)N1CCN=C1SCc1cccnc1`?
M. tuberculosis GlmU: -0.5%; RmlCD inh 1536: -8

What do the screens show for `O=C(N/N=C/c1ccccc1O)c1cccc(C(F)(F)F)c1`?
M. tuberculosis GlmU: 4.9%; RmlCD inh 1536: -14

How did Cc1ccc(SCCC(=O)N2CCCC2)cc1 do in these assays?
M. tuberculosis GlmU: 2.2%; RmlCD inh 1536: 8

What do the screens show for `CCCC(=O)NC(C)C(c1cccs1)N1CCN(c2ccccc2)CC1` (stereo not drawn)?
M. tuberculosis GlmU: 1.8%

How did NC(N)=NCC(O)CN(c1ccccc1)c1ccccc1 (stereo not drawn) do in these assays?
M. tuberculosis GlmU: -7.1%; RmlCD inh 1536: 3

Results for C/C=C(\C)C(=O)Nc1cccc(C2=NOC3(C2)C[C@@H](C(N)=O)N(C(=O)/C(C)=C/C)C3)c1 (stereo partly drawn) ?
M. tuberculosis GlmU: 5.2%; RmlCD inh 1536: 1

How did CCc1ccc(C(=O)N2CCC(c3nc4ccccc4s3)CC2)cc1 do in these assays?
M. tuberculosis GlmU: -5.1%

Nothing new here: an excerpt of the list.
How did O=C(Cc1csc(N2CCOCC2)n1)N/N=C/c1ccc(F)cc1 do in these assays?
M. tuberculosis GlmU: -1.2%; RmlCD inh 1536: -1

Results for CCCS(=O)(=O)N1CCCC(C(=O)NCCCN2CCN(c3ccc(F)cc3)CC2)C1 (stereo not drawn) ?
M. tuberculosis GlmU: -2.0%; RmlCD inh 1536: -10

What do the screens show for `COc1ccccc1C(=O)N1CCN=C1SCc1cccnc1`?
M. tuberculosis GlmU: -0.5%; RmlCD inh 1536: -8

Going on with the list.
What do the screens show for `COc1nc(-c2ccccc2)c2c(c1C#N)CC(C)(C)OC2`?
M. tuberculosis GlmU: 2.2%; RmlCD inh 1536: -8

What do the screens show for `O=C(O)CCC(=O)Nc1ccc(Br)cc1C(=O)c1ccccc1Cl`?
M. tuberculosis GlmU: 0.4%

What do the screens show for `C=CCN1CCc2c(cc(O)c(O)c2Cl)C(c2ccccc2)C1` (stereo not drawn)?
M. tuberculosis GlmU: 1.3%

Results for O=C1c2ccccc2C2=Nc3ccccc3SC(c3cccc(F)c3)C12 (stereo not drawn) ?
M. tuberculosis GlmU: 6.5%; RmlCD inh 1536: -4

How did CCOC(=O)C1CCN(C(=O)Cn2cc(C#N)c3ccccc32)CC1 do in these assays?
M. tuberculosis GlmU: -3.4%

What do the screens show for `O=c1[nH]c2ccccc2c2oc(CCl)nc12`?
M. tuberculosis GlmU: 7.0%; RmlCD inh 1536: 4

What do the screens show for `Cc1nn(CCc2nc(-c3ccco3)cs2)c2[nH]c(=O)cc(C(F)(F)F)c12`?
M. tuberculosis GlmU: 6.3%; RmlCD inh 1536: -9

Results for CC1CCN(S(=O)(=O)N2CCC(C(=O)NCCN3CCOCC3)CC2)CC1 ?
M. tuberculosis GlmU: -4.4%; RmlCD inh 1536: 10

What do the screens show for `Cc1ccc(C(C)C)c(OCCn2c(=O)oc3ccccc32)c1`?
M. tuberculosis GlmU: -1.7%

How did Cc1ccc(C)c(S(=O)(=O)C(C#N)c2nc3ccccc3nc2N2CC(C)OC(C)C2)c1 (stereo not drawn) do in these assays?
M. tuberculosis GlmU: 3.6%

Results for COc1ccc(OC)c(NC=C2C(=O)OC(C)(C)OC2=O)c1 ?
M. tuberculosis GlmU: 1.2%; RmlCD inh 1536: -12

Results for Cc1ccc(NCCC(=O)c2cccc([N+](=O)[O-])c2)cc1 ?
M. tuberculosis GlmU: 4.7%; RmlCD inh 1536: 1

What do the screens show for `COc1ccc(C(=O)/C=C/c2cccs2)c(OC(=O)N2CCOCC2)c1`?
M. tuberculosis GlmU: -1.8%; RmlCD inh 1536: -7

Results for CCOC(=O)C1CCN(C(C(=O)Nc2ccc3c(c2)OCCO3)c2ccccc2)CC1 (stereo not drawn) ?
M. tuberculosis GlmU: -5.1%; RmlCD inh 1536: -6

How did Cc1ccccc1C(=O)NC(=S)Nc1ccccc1C(=O)O do in these assays?
M. tuberculosis GlmU: -0.9%; RmlCD inh 1536: 3

What do the screens show for `Cc1ccc(-c2nc3ccccc3c(C(=O)NCc3cccs3)c2C)cc1`?
M. tuberculosis GlmU: -0.2%; RmlCD inh 1536: 5

What do the screens show for `O=C(CS(=O)c1ccc(C(F)(F)F)cc1[N+](=O)[O-])Oc1ccccc1` (stereo not drawn)?
M. tuberculosis GlmU: 2.2%

Results for CC1=CC(=C(C#N)c2nc3ccccc3s2)C=C(C)N1CC1CCCO1 (stereo not drawn) ?
M. tuberculosis GlmU: -6.5%; RmlCD inh 1536: -8

What do the screens show for `O=C(NCc1ccccc1)c1ccc(S(=O)(=O)N2CCCC2)cc1`?
M. tuberculosis GlmU: 0.3%; RmlCD inh 1536: -3

What do the screens show for `c1cncc(-c2nc3ccccc3s2)c1`?
M. tuberculosis GlmU: 0.9%; RmlCD inh 1536: 8

What do the screens show for `CC(C)(C)C(=O)NC(C(N)=O)=C(Cl)Cl`?
M. tuberculosis GlmU: 2.5%; RmlCD inh 1536: -15

How did CCCC(c1nnnn1C(C)(C)CC)N(CCCO)Cc1cc2cc(C)cc(C)c2[nH]c1=O (stereo not drawn) do in these assays?
M. tuberculosis GlmU: 2.2%; RmlCD inh 1536: -13

How did COc1ccc(OC)c(C(C)NC(C)=O)c1 (stereo not drawn) do in these assays?
M. tuberculosis GlmU: -1.9%; RmlCD inh 1536: -10

Results for CN(C)CCCCOc1ccccc1-c1ccccc1 ?
M. tuberculosis GlmU: -1.1%

Results for CC(C)OCCCn1c(=N)c(C(N)=S)cc2c(=O)n3ccccc3nc21 ?
M. tuberculosis GlmU: -0.9%; RmlCD inh 1536: 9

How did CCOc1ccccc1Nc1nnc(SCC(=O)NC(Cc2c[nH]c3ccccc23)C(=O)O)s1 (stereo not drawn) do in these assays?
M. tuberculosis GlmU: -4.2%

What do the screens show for `CCN(CC)S(=O)(=O)c1ccc2oc(C(=O)N3CCCCCC3)c(C)c2c1`?
M. tuberculosis GlmU: 0.6%; RmlCD inh 1536: -2

What do the screens show for `COc1cccc(-n2c(C)nc3c(cnn3-c3ccc(Cl)cc3)c2=O)c1`?
M. tuberculosis GlmU: 0.4%

Results for CCOc1ccc(C(=O)NCC(c2cccs2)N(C)C)cc1OCC (stereo not drawn) ?
M. tuberculosis GlmU: -1.8%; RmlCD inh 1536: -4

What do the screens show for `COc1cc(C2C3=C(CCCC3=O)Nc3c2c(C)nn3-c2cccc(C)c2)cc(OC)c1O` (stereo not drawn)?
M. tuberculosis GlmU: 2.0%

Results for CN1C(=O)/C(=C2\SC(N3CCCCCC3)=NC2=O)c2ccccc21 ?
M. tuberculosis GlmU: 0.4%; RmlCD inh 1536: -10

How did NC(=O)CSc1nnnn1-c1cccc(Cl)c1 do in these assays?
M. tuberculosis GlmU: -0.9%; RmlCD inh 1536: -9

Results for CSc1ncccc1C(=O)OCC(=O)c1cc2ccccc2o1 ?
M. tuberculosis GlmU: 4.6%

Results for COc1ccc2nc(SCC(=O)NC(C)(C)C)[nH]c2c1 ?
M. tuberculosis GlmU: 2.1%

How did C=CCN1C(=Nc2cccnc2)SCC1(O)c1ccc(C)cc1 (stereo not drawn) do in these assays?
M. tuberculosis GlmU: 3.7%; RmlCD inh 1536: -2

How did Cc1cc(NC(=O)COC(=O)c2c(C)noc2C)ccc1Br do in these assays?
M. tuberculosis GlmU: -7.0%; RmlCD inh 1536: 8

How did Cc1ccc2nc(-c3ccccc3N)[nH]c2c1 do in these assays?
M. tuberculosis GlmU: -2.2%; RmlCD inh 1536: -9

How did Cc1nn(Cc2ccccc2)c(Cl)c1C(=O)OC(C)C(=O)Nc1ccc(F)cc1Cl (stereo not drawn) do in these assays?
M. tuberculosis GlmU: -0.5%; RmlCD inh 1536: 0

What do the screens show for `O=C(CCCn1cnc([N+](=O)[O-])n1)Nc1cccc(O)c1`?
M. tuberculosis GlmU: 0.4%; RmlCD inh 1536: 12

How did CC(C)c1cc(Br)ccc1OCCN1C(=O)NC(C)(C)C1=O do in these assays?
M. tuberculosis GlmU: -4.4%

How did CCSc1ccccc1C(=O)NCc1ccc2c(c1)OCO2 do in these assays?
M. tuberculosis GlmU: -5.6%

Results for NC(=O)CSC1=Nc2ccccc2C2=NC(CCC(=O)NCc3ccc(F)cc3)C(=O)N12 (stereo not drawn) ?
M. tuberculosis GlmU: 1.8%; RmlCD inh 1536: 2

How did O=C(NCC1CCN(C(=O)c2ccc([N+](=O)[O-])cc2)CC1)C(=O)Nc1ccccc1 do in these assays?
M. tuberculosis GlmU: 1.9%; RmlCD inh 1536: -6

Results for COCCNC(=S)N/N=C(\C)c1ccc(OC)cc1 ?
M. tuberculosis GlmU: 6.0%; RmlCD inh 1536: 9

Results for C=CC[n+]1c(-c2ccc(C)cc2)csc1NNC(=O)Nc1ccccc1 ?
M. tuberculosis GlmU: -2.9%

How did O=C(NCCCN1CCN(c2ccccc2F)CC1)C1CCN(S(=O)(=O)c2cccs2)CC1 do in these assays?
M. tuberculosis GlmU: 0.8%; RmlCD inh 1536: -10

What do the screens show for `CSCCC(NC(=O)C12CC3CC(CC(C3)C1)C2)C(=O)OCC(=O)c1ccc(Cl)cc1` (stereo not drawn)?
M. tuberculosis GlmU: 3.6%; RmlCD inh 1536: -25

Results for COc1ccc(C(=O)Nn2cnc3ccccc3c2=O)c(OC)c1 ?
RmlCD inh 1536: 0

What do the screens show for `CCn1c2ccccc2c2nnc(SCC(=O)OCN3C(=O)c4ccccc4C3=O)nc21`?
M. tuberculosis GlmU: -3.5%; RmlCD inh 1536: 6

Results for C=C(C)CSc1nnc(-c2cccc(Cl)c2)n1N ?
M. tuberculosis GlmU: -0.5%; RmlCD inh 1536: -5

Only part of the results is shown; the hit share may differ from the screen's.
